# TSHR antagonist = Antagonists of the Thyroid Stimulating Hormone Receptor: HTS campaign; Thyrotropin receptor (Homo sapiens), P16473; TSHR-expressing cells, TSH-stimulated cAMP HTRF, 2 h; active compounds read low; activity change, negative = inhibition, % at 11.5 µM; 0.2% of 330,000 active; AID 504810, 2011;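 active = activity change below a set negative limit, meaning inhibition stronger than a set level, cut at about -70% in these data; inconclusive = activity change between two set negative limits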; note: % is set by controls: 0 for no effect and ±100 for the full control effect
# Target sequence (P16473 whole entry, looked up): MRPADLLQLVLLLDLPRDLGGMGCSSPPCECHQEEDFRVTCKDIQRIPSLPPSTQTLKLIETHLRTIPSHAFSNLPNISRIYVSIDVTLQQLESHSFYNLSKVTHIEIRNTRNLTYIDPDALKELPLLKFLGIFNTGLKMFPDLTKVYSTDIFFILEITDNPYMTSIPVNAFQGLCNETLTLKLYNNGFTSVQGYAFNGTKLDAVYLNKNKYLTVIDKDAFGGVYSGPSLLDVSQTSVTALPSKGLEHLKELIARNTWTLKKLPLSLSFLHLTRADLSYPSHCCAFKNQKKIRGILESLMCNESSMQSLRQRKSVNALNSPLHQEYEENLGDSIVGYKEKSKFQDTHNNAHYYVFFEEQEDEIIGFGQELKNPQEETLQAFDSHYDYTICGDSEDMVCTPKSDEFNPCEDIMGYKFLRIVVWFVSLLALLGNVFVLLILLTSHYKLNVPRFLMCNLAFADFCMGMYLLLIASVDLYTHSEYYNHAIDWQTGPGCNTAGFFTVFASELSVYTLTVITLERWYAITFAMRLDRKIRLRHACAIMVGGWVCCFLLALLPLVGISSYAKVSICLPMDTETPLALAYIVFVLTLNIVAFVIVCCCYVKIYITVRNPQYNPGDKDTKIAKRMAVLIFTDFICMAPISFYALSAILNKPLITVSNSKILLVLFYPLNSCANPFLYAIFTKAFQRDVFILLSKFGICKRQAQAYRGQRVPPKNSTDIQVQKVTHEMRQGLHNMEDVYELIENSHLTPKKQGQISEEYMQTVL
#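 Cell-based HTRF cAMP assay; TSHR cells + compound, TSH EC80 (4nM final), 2 h, 37 deg C. Lysis with anti-cAMP cryptate and cAMP-d2, 30 min RT, read 665/620 nm.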
# KCNH2 3.1 inh = qHTS for Inhibitors of KCHN2 3.1: Mutant qHTS | Potassium voltage-gated channel subfamily H member 2, brain isoform KCNH2 3.1 (human) | activity change, % (tested at about 1.8 µM) | AID 720553, 2013 | U2OS KCNH2 3.1, thallium flux FluxOr; active compounds read low | 0.95% of 340,000 active;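 active = maximum activity change below -70%; inconclusive = maximum activity change from -70% to -50%; inactive = maximum activity change above -50%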;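 note: thallium influx rate constant from kinetic fluorescence after stimulation buffer; % is set by controls: 0 for no effect and ±100 for the full control effect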
#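 Channel expression came from 3.1 mutant virus (1.77 x 10^8 /mL) applied to suspended U2OS cells for 4 h. Flux was tracked with FluxOr dye plus Red40 quencher, and kinetic rate constants normalized to controls.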
# TRPV1 agonist = HTS Assay for Compounds that Act as Agonists of the Vanilloid Receptor 1 | Transient receptor potential cation channel subfamily V member 1 (Homo sapiens), Q8NER1 | TRPV1-expressing cells, Fluo-8 calcium influx, agonist mode | activation, % at 8.33 µM | 0.19% of 320,000 active; in the data active = activation above about 80%; inconclusive = between about 30% and that limit; note: 0% is about no effect
#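 Cells expressing TRPV1 were dye-loaded with Fluo-8 and read kinetically: 10 s baseline, 3 min after compound (agonist portion), then 2 min after EC20 capsaicin (allosteric enhancer portion). Calcium-bound dye fluorescence at 480/520 nm.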
# AT treatment = qHTS Assay for Identifying a Potential Treatment of Ataxia-Telangiectasia. […] A-T fibroblasts, KAP-1 phosphorylation AlphaLISA; neocarzinostatin DNA damage 30 min before lysis. Potency, µM (top dose mostly 57.5 µM), for inactives: at the highest dose activation, most hits filed as activators. 0.19% of 320,000 active. AID 485349, 2010; note: potency is the fitted concentration of half-maximal effect; % of control where 0% means no effect; nearly all actives have a fitted effect of over 45% in size
#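 hTERT-immortalized A-T patient fibroblasts ([…]), 500 cells/well in OPTI-MEM, 1% FBS, got compounds for 60 min, then NCS for 30 min at 37C. Lysates were then assayed for phospho-KAP-1 by AlphaLISA (anti-pKAP1 donor, anti-KAP1 acceptor beads), 6 hr at 25C.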
# Mito fusion yeast = qHTS Assay for Small Molecule Inhibitors of Mitochondrial Division or Activators of Mitochondrial Fusion. S. cerevisiae fusion-defective mutant growth rescue, CellTiterGlo 48 h. Potency, µM (top dose mostly 46.1 µM), for inactives: top-dose growth rescue (activation), actives largely listed as activators. 0.23% of 320,000 active. AID 485298, 2010;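 note: potency is the fitted concentration of half-maximal effect; % of control where 0% means no effect; nearly all actives have a fitted effect of over 45% in size; temperature-sensitive fusion mutants such as fzo1-1 at 37 °C on non-fermentable ethanol glycerol medium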
#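 Read-out: ATP-based luminescence (CellTiterGlo, 10 min ambient) reporting growth of fusion-defective ts yeast after 48 hours at 37C on glycerol/ethanol YPEG medium in the presence of compound.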
# USP2a inh = qHTS Assay for Inhibitors of Ubiquitin-specific Protease USP2a Using CHOP2 as the Reporter. Ubiquitin carboxyl-terminal hydrolase 2 (Homo sapiens), O75604. Potency, µM (highest dose often 38.3 µM), for the others: at the highest dose activity change, negative = inhibition, actives largely listed as inhibitors. USP2 core, Ub-CHOP2 coupled fluorogenic reporter, 485/531. 0.01% of 330,000 active;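 note: potency is the fitted concentration of half-maximal effect; plate controls were DMSO wells for no effect and full inhibition by NEM control for full effect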
#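 USP2 core (10nM final) preincubated 30min RT with compound in 20mM Tris-HCl pH 8.0, 2mM CaCl2, 2mM beta-mercaptoethanol, 0.05% CHAPS; 25nM Ub-CHOP2 plus 25nM reporter substrate added, fluorescence (Ex485/Em531) read after 60min.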
# TCR activator = Activators of T cell receptors: qHTS campaign; AID 504894, 2011; 330,000 tested, under 10 active; Potency, µM (titrated, usually from 9.22 µM), inactives show top-dose activation of IL-2 secretion, actives largely listed as activators; primary human leukocytes, anti-CD3, IL-2 HTRF, 48 h; note: % of control where 0% means no effect
#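 IL-2 produced over 48 hr by a-CD3 bead-stimulated primary human leukocytes exposed to compounds was detected with a homogeneous time-resolved FRET immunoassay, 665nm acceptor signal after 320nm excitation.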
# Eya2 phos inh = qHTS Assay for Inhibitors of the Phosphatase Activity of Eya2; recombinant Eya2, OMFP fluorescence dephosphorylation (OMFP is methylfluorescein phosphate); Potency, µM (doses to about 76.9 µM), inactives show top-dose activity, negative = inhibition, actives largely listed as inhibitors; 0.006% of 330,000 active; AID 488837, 2010; note: potency is the fitted concentration of half-maximal effect; % is set by controls: 0 for no effect and ±100 for the full control effect
#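 Eya2 (0.2 uM) preincubated 10 min at ambient with compound, then OMFP substrate added at 50 uM; 10 min reaction in 50 mM HEPES pH 7.5, 50 mM NaCl, 5 uM MgCl2, 0.05% BSA, 1 mM DTT. Fluorescence read at Ex 485/Em 525 nm.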
# ELG1 DNA repair = qHTS screen for small molecules that inhibit ELG1-dependent DNA repair in human embryonic kidney (HEK293T) cells expressing luciferase-tagged ELG1; HEK293T ELG1-luciferase reporter, luminescence, 16 h; DNA damage induced by 5-fluorouridine; Potency, µM (series often up to 46.1 µM), without a hit: top-dose activity change, negative = inhibition, most hits filed as inhibitors; 2.3% of 330,000 active; AID 504467, 2011; note: potency is the fitted concentration of half-maximal effect; % is set by controls: 0 for no effect and ±100 for the full control effect; nearly all actives have a fitted effect of over 55% in size
#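 HEK293T cells expressing luciferase-tagged ELG1 (2,000/well) received 5-Fluorouridine plus compound or DMSO for 16 hr at 37 °C. Luciferase was read by ONE-Glo luminescence after 30 min at room temperature.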
# hERG WT inh = qHTS for Inhibitors of KCHN2 3.1: Wildtype qHTS; Voltage-gated inwardly rectifying potassium channel KCNH2 (Homo sapiens), Q12809; U2OS, BacMam KCNH2, thallium flux FluxOr; active compounds read low; activity change, % at 1.84 µM; 0.37% of 340,000 active;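 active = maximum activity change below -70%; inconclusive = maximum activity change between -70% and -50%; inactive = maximum activity change above -50%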; note: % is set by controls: 0 for no effect and ±100 for the full control effect
#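 U2OS cells were transduced with wild-type KCNH2 virus (2.03 x 10^8 / mL) for 4 h at room temperature, then cultured overnight at 37 C. Thallium flux was read with FluxOr dye. Rate constants were normalized to DMSO controls.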
# The depositor's hits bear a star; i = inactive; ? = inconclusive; . = not tested or not shown; [ ] = remark or other dose. Unless noted, calls come from the whole dose curve; as a rule, active = well fitted curve in the direction sought with a large enough effect; inconclusive = small, poorly fitted or top-dose-only effect, or another doubt; inactive = no such curve, though single readings can be large; an effect the other way counts as inactive or inconclusive. An excerpt; count on the stated rates, not on these rows.
SMILES,TSHR antagonist,KCNH2 3.1 inh,TRPV1 agonist,AT treatment,Mito fusion yeast,USP2a inh,TCR activator,Eya2 phos inh,ELG1 DNA repair,hERG WT inh
O=C(NCc1ccccc1Cl)c1cccc(C(F)(F)F)c1,12,-12,?,-1%,5%,3%,8%[46.1 µM],0%,12%,12
CCOC(=O)CN1CC23C=CC(O2)C(C(=O)NC2CCCCCC2)C3C1=O (configuration not stated),-11,-15,.,13%,-5%,2%,4%,-4%,2%,-2
CCn1c(CC(=O)Nc2ccccc2F)nnc1SCC(=O)N1CCN(c2ccccc2)CC1,9,0,22,9%,0%,1%,0%,5%,-14%,-7
CCOc1ccc(C(=O)NCC(=O)N2CCCCCCC2)cc1OCC,2,2,-6,-1%,-3%,-3%,0%,-17%,5%,16
CCOCCCN(Cc1ccco1)S(=O)(=O)c1csc(C(N)=O)c1,10,4,0,0%,-6%,-1%,-2%,-9%,12%,-4
CCc1cccc(NC(=O)C2CCCN2C(=O)Nc2ccc(C)cc2)c1 (configuration not stated),-5,1,21,-12%,1%,1%,4%,2%,6%,2
O=[N+]([O-])c1ccc(Sc2nccn2Cc2ccccc2)cc1,-12,-2,-1,6%,-1%,2%,-1%,3%,4%,1
CCS(=O)(=O)n1nc(-c2ccccc2)nc1SCc1ccccc1,-10,-1,1,11%,?,-5%,-2%,-9%,?,-1
CC1CCCCN1CC(O)COCc1ccc(Cl)cc1 (configuration not stated),5,17,-1,-1%,-8%,1%,7%,-4%,12%,7
COc1ccc(Br)cc1S(=O)(=O)NCc1ccccn1,-4,-8,4,3%,3%,-1%,-2%,0%,-13%,-4
COC(=O)c1c(NC(=O)Cc2ccccc2)sc2c1C(C(=O)OC)CC2 (configuration not stated),12,5,27,-11%,-8%,1%,-5%,-15%,?,-4
COc1cc(NC(=O)c2ccc(F)cc2)c(OC)cc1NC(=O)CN1CCOCC1,3,10,2,-3%,4%,1%,-12%,-6%,?,0
Cc1ccsc1C(=O)Nc1cc(C(C)(C)C)nn1-c1ccccc1,-8,-33,22,6%,6%,1%,-11%,-33%,-15%,4
CC1CCN(C(=O)c2cccc(S(=O)(=O)N3CCN(c4ccccc4)CC3)c2)CC1,-9,6,2,1%,18µM*,-1%,-3%,10%,14%,-29
N#Cc1ccc(-c2nc3cc(C#N)c(C#N)cc3nc2-c2ccccc2)cc1C#N,-2,.,-5,1%,4%,3%,.,-3%,?,.
COc1ccc(-c2[nH]ncc2CN(C)Cc2cc(C)[nH]n2)c(F)c1,0,1,-2,-4%[11.5 µM],9%,-3%,-2%,0%,9%,23
COc1ccc2c(c1)OC13CCN(C)CC1C2C(C(=O)c1ccc(F)cc1)C(=O)N3 (configuration not stated),6,-7,10,-5%,4%,5%,4%,-1%,10%,-4
O=C(O)CSc1c2c(nc3cc(C(=O)N4CCOCC4)ccc13)CCCC2,2,-12,4,12%,-2%,3%,1%,10%,-7%,7
S=c1nc2ccccc2c2nc(-c3ccccc3)[nH]n12,-14,-10,0,-3%,?,-1%,4%,-14%,?,-4
O=C(Nc1ccc2c(c1)C(=O)OC2)Nc1cccc2ccccc12,31,16,0,12%,3%,4%,1%,10%,14%,4
Cn1ncc2c(Nc3cccc(Cl)c3)nc(Nc3cccc(Cl)c3)nc21,-1,-3,3,2%,?,-9%,1%,-4%,?,0
COc1ccc(/C=C(/C(=O)N2CCCCC2C(=O)O)c2ccc(OC)c(OC)c2)cc1 (configuration not stated),6,2,.,3%,.,1%,-1%,11%,6%,-7
O=C(CSCC(=O)c1ccccc1)Nc1ccccc1Cl,-5,4,12,-1%,-1%,4%,4%,11%,?,-15
N#Cc1c(N(CCO)CCO)nc(N)c2c(N)nc3c(c12)CC(=O)N3CC1CCCO1 (configuration not stated),7,?,0,0%,-1%,0%,-1%,14%,-19%,-4
CC(=O)NCc1cc(Cl)c2cccnc2c1O,-2,.,.,-14%,9%,-10%,.,-2%,.,.
O=C(c1cnn2c1NC(c1ccc(Br)cc1)CC2C(F)(F)F)N1CCN2CCCC2C1 (configuration not stated),3,-1,2,3%,-7%,-14%,-9%,2%,-2%,18
O=C(Nc1cccnc1)C1OCCc2ccccc21 (configuration not stated),-6,-3,-2,5%,0%,2%,-5%,2%,4%,-5
NC(=O)c1ccsc1NC(=O)COC(=O)c1c(F)cccc1Cl,21,2,6,14%,5%,-2%,-3%,10%,?,0
CCOc1cccc(-c2nnc3n2N=C(c2cc(OC)ccc2OC)CS3)c1,10,-23,2,-3%,28%,-7%,-3%[46.1 µM],-30%,5.2µM*,2
Cc1nnc(N(Cc2ccco2)C(=O)c2ccc(C#N)cc2)s1,5,-1,-3,13%,3%,-2%,0%[46.1 µM],-13%,6%,-1
O=C(CONS(=O)(=O)c1ccc(Cl)cc1)NCCNc1ncc(C(F)(F)F)cc1Cl,-6,3,-1,-2%,2%,1%,-2%,-15%,?,i
O=C(NN=C1CCCCCC1)c1ccc(Cl)s1,0,-29,-6,-1%,0%,1%,2%,-4%,18%,6
Cc1ccc(/C=N/N2CCN(Cc3ccc(C)cc3)CC2)cc1,-9,-11,4,-16%,-4%,2%,8%,8%,-11%,6
CCn1c(CNC(=O)c2ccco2)nnc1SCC(=O)Nc1ccc(Br)cc1F,5,-7,-1,.,-1%,1%,-3%[46.1 µM],1%,5%,17
COc1ccc(NC(=O)Cc2c(Cl)cccc2Cl)cn1,2,0,0,0%,6%,2%,-1%,-1%,-3%,-22
Cc1ccc(CCNc2ccccc2)c[n+]1[O-],16,14,-1,-4%,-4%,-1%,6%,27%[15.4 µM],15%,-3
Cc1cc(/C=C2/NC(=O)NC2=O)c(C)n1C,2,24,-2,-2%,?,1%,1%,-1%,4%,0
CC(=O)c1ccc(N2CCN(C(=S)Nc3cccc(F)c3)CC2)cc1,3,9,?,2%,-4%,1%,-2%,-2%,-9%,-2
CCOC(=O)c1ccc(NC=C2C(=O)OC3(CCCCC3)OC2=O)cc1,-1,-23,12,-2%,-2%,0%,-1%,?,-10%,-9
C[n+]1cccc(C(=O)N/N=C/c2ccc3c(c2)OCO3)c1,-6,14,2,0%,-6%,-1%,-12%,-9%,11%,-9
CN(C)C(CNC(=O)CNC(=O)c1ccc2ccccc2c1)c1ccccc1 (configuration not stated),0,7,5,-5%,-5%,2%,6%,0%,12%,-7
CCOC(=O)C1CCCN(c2oc(-c3ccc(F)cc3)nc2C#N)C1 (configuration not stated),-8,-5,23,-11%,11%,-2%,-4%,2%,-9%,-6
CCOc1ccc(N(CC(=O)NC(C)(C)C)C(=O)c2ccco2)cc1,7,-4,-2,3%,-4%,4%,1%,-9%,-6%,-3
COC(=O)C(C)(C)NC(=O)c1cccs1,-2,17,-1,.,-2%,0%,-4%,-12%,16%,-7
CCOC(=O)C(=CNc1ccc2c(c1)c1ccccc1n2CC)C(=O)OCC,-50,18,1,18%,0%,-1%,-1%,-23%,-3%,-1
CCCCC1(C)OC(=O)C(=Cc2ccc(-c3ccc(Cl)c(C(=O)O)c3)o2)C(=O)O1 (configuration not stated),-5,1,7,-4%,-2%,0%,-2%,0%,6%,18
Nc1nnnn1/N=C/c1cc([N+](=O)[O-])ccc1O,-2,7,-2,-9%,-3%,0%,-40%,6%,-2%,13
COc1ccc(CCN2C(=O)CSC2c2cccc([N+](=O)[O-])c2)cc1OC (configuration not stated),-6,-17,1,1%,2%,2%,-3%,-23%,-23%,-10
N#Cc1ccc(COc2cccnc2[N+](=O)[O-])cc1,-6,1,2,13%,5%,3%,8%,9%,16%,-3
CN(C)NC(=O)C12CCC(C)(C(=O)O1)C2(C)C (configuration not stated),-8,-1,-1,-5%,5%,10%,-3%,-26%,6%,-6

# Copied from the list:
# `Nc1nnnn1/N=C/c1cc([N+](=O)[O-])ccc1O` – TCR activator: -40%
# `CCOC(=O)C(=CNc1ccc2c(c1)c1ccccc1n2CC)C(=O)OCC` – TCR activator: -1%
